Artemis endo inh = inhibitors of human Artemis endonuclease activity; Q96SD1; recombinant Artemis, quenched FAM hairpin cleavage fluorescence; inhibition, % at 10 µM; hit rate 0.78% among 30,000; AID 686954;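 active = at 10 µM dose, at least 30% inhibition, measured as corrected fluorescence normalized to stimulator and neutral control wells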
Target sequence (Q96SD1 whole entry, looked up): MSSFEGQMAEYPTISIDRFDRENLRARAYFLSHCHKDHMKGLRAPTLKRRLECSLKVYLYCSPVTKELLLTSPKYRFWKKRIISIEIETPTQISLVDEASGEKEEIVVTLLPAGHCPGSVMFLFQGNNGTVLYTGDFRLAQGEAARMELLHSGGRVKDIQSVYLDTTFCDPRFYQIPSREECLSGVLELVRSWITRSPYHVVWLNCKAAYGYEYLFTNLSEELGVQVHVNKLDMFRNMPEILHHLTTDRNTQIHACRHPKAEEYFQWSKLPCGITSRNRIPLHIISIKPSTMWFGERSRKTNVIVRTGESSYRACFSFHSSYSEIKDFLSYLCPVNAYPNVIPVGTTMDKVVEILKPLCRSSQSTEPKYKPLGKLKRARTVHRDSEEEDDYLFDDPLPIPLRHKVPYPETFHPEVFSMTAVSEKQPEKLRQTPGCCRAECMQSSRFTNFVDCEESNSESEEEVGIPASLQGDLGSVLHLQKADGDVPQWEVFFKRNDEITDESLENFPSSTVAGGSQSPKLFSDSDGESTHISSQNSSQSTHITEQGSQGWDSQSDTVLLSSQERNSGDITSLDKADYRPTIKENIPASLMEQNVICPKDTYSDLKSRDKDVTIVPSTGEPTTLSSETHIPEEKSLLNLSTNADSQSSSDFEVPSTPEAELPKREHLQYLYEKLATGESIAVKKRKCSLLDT
The depositor's hits bear a star.

SMILES	Artemis endo inh
CCOC(=O)C(=O)/C(C#N)=C/Nc1ccc(Cl)cc1	-9
CCCCC(=O)NCCc1cc2c(OC)ccc(OC)c2[nH]c1=O	3
CC(C)=CCc1c(O)ccc(C(=O)Cc2ccccc2)c1O	0
CSc1nccn1CC(=O)Nc1ccc(F)cc1	-3
CCNC(=O)CC1C(=O)N(c2cccc(OC)c2)C(=O)N1CCOC (centres undefined)	8
CCP(=O)(c1ccccc1)C(C)(C)O (centres undefined)	-1
Cc1[nH]c2ccccc2c1C(=O)COC(=O)C1CCC(=O)N1 (centres undefined)	17
CCOCCn1c(CN2CCN(c3ccccc3)CC2)nc2c1c(=O)n(C)c(=O)n2C	-3
Cn1ncc(Br)c1C(=O)Nc1ccc(Cl)cn1	-3
CCOc1cc(N2CCOCC2)c(OCC)cc1NC(=O)CSc1cccc[n+]1[O-]	5
CCn1c(SCC(=O)Nc2nc3ccc(C)cc3s2)nc2c(c1=O)SC(C)C2 (centres undefined)	27
CCOC(=O)c1[nH]c2ccccc2c1NC(=O)CN1CCCCC1	-4
COc1cccc(C=Nc2ccccc2C(=O)Nc2nccs2)c1OC	3
O=C(Cn1nnc2c(cnn2-c2ccc(F)cc2)c1=O)OC1CCCCC1	12
Cc1nnsc1SCCNC(=O)c1c(F)cccc1F	-4
O=C1OCCC1Sc1nc2ccccc2n1-c1ccccc1 (centres undefined)	-2
O=C(CN1CCN(Cc2ccc3c(c2)OCO3)CC1)N1CCc2[nH]c3ccc(F)cc3c2C1	4
O=C(COC(=O)c1cccnc1)Nc1ccccc1	4
O=C(Nc1nc(N2C(=O)c3ccccc3C2=O)n(-c2ccccc2)n1)c1ccc(Cl)cc1	7
CCCCCn1nc(C)c2c(C)cc(=O)[nH]c21	-1
O=[N+]([O-])c1cccc(-c2nnn(C34CC5CC(CC(C5)C3)C4)n2)c1	5
Cc1c(N=C2NC(=O)C(CC(=O)Nc3ccc(Cl)cc3)S2)c(=O)n(-c2ccccc2)n1C (centres undefined)	-13
Cn1c(N)c(C(=O)c2ccccc2)c(=O)n(C)c1=O	-5
O=C(CC(Nc1ccccc1)C(=O)O)c1ccccc1 (centres undefined)	4
Cc1ccc(NC(=S)NCCN2CCOCC2)cc1	7
CCc1cc2c(=O)[nH]cnc2s1	-3
O=S(=O)(Cc1cc(Oc2ccccc2)nc(-c2ccccc2)n1)c1ccccc1	12
CCCCSc1nc(C)c(CC(=O)OC)c(=O)[nH]1	-4
Clc1ccc(-c2cn3nc4c(nc3n2)CCCC4)cc1	37*
CN(Cc1ccco1)C(=O)C1CCC(=O)N1Cc1ccc(F)cc1 (centres undefined)	2
CC(C)Oc1ccc(-c2cc(C(=O)NCCN3CCOCC3)c3ccccc3n2)cc1	-4
Cn1c(=O)c2c(nc(CN3CCN(c4ccccc4)CC3)n2CCc2ccccc2)n(C)c1=O	2
COc1cccc(-c2noc(CCC(=O)Nc3cccnc3)n2)c1	1
COc1cc(C)c(Cl)c(C)c1S(=O)(=O)NCc1ccc2c(c1)OCO2	0
COc1ccc(OC)c(S(=O)(=O)N2C(C)CCCC2C)c1 (centres undefined)	1
O=C(O)c1cnn2c(C(F)F)cc(C(F)F)nc12	1
COc1cccc(C2CC(c3ccccc3Cl)n3ncnc3N2)c1 (centres undefined)	11
CN1CCN(c2nc3nonc3nc2N2CCN(C)CC2)CC1	1
Cc1ccc(NCc2nnc(SCC(=O)Nc3cc(C)on3)n2C)cc1	-9
CSc1nc(Oc2ccc3ccccc3c2)c2ccccc2n1	1
Nn1c(SCC(=O)N2CCCCC2)nnc1-c1ccncc1	-7
O=C(c1cccs1)c1ccc(-c2cccs2)s1	6
CCCCCCn1c(SCC(C)C)nc2c1c(=O)[nH]c(=O)n2C	4
CCc1ccc2[nH]c(=O)c(CN(Cc3ccccc3OC)Cc3nnnn3Cc3ccco3)cc2c1	20
CCOC(=O)C1CCN(Cc2nc(-c3ccc(OC)c(OC)c3)no2)CC1	-4
Cc1ccsc1/C=C1/SC(=O)N(CC(=O)N2CCOCC2)C1=O	-3
CC(C)C(NS(=O)(=O)c1cccs1)C(=O)NCCN1CCN(c2ccccc2)CC1 (centres undefined)	2
COc1ccc2cc(CN(CCc3ccccc3)Cc3nnnn3Cc3ccco3)c(=O)[nH]c2c1	15
CCOC(=O)N1CCC2(CC1)CC(=O)c1cc(O)ccc1O2	-7
COC(=O)c1ccccc1NC(=O)c1ccc(Cn2cc(Cl)cn2)o1	5
COc1ccc(C(C(=O)NC(C)(C)C)N(CC2CCCO2)C(=O)CCC(=O)Nc2cc(C)on2)cc1 (centres undefined)	-2
O=C(OCC(=O)N1CCN(C(=O)c2ccco2)CC1)c1ccccc1O	1
Cn1nnnc1SCC(=O)NC1CCCCC1	-5
Cc1ccc(N2CC(C(=O)OCc3ccc([N+](=O)[O-])cc3)CC2=O)cc1 (centres undefined)	-1
CC(O)C(NS(=O)(=O)c1ccc(Cl)cc1)C(=O)OCc1nnc(-c2ccccc2)o1 (centres undefined)	9
NNC(=O)c1cc2c(s1)CCCCCC2	-2
CCOC(=O)C1CCCN(CCC(=O)Nc2ccccc2)C1 (centres undefined)	4
CCSc1nnc(NC(=O)c2ccc3ccccc3n2)s1	8
CCn1c(CNc2ccc(Cl)cc2)nnc1SCc1ccccc1	8
O=S(=O)(Nc1ccc(S(=O)(=O)N2CCOCC2)cc1)c1ccccc1	-2

More entries:
SMILES	Artemis endo inh
CCN(CC)S(=O)(=O)c1ccc(Nc2nc3ccccc3n3nnnc23)cc1	16
CCOC(=O)C1=C(CSc2nncn2C)NC(=O)NC1c1cc(OCC)ccc1OCC (centres undefined)	-2
Cc1ccc(-c2nc(C3CCN(S(C)(=O)=O)CC3)no2)cc1	-4
CCOC(=O)N1CCc2c(sc3nc4n(c(=O)c23)N=C(C)CS4)C1	3
Cc1ccc(N(C(=O)C2CCCC2)C2C=CS(=O)(=O)C2)cc1 (centres undefined)	-7
Cc1ccc(CN2C(=O)CSc3ccc(C(=O)NCCN4CCOCC4)cc32)cc1	5
Cc1ccccc1C(=O)c1cccn1CC(=O)NCC1CCCO1 (centres undefined)	-4
COc1ccc(Br)cc1/C=c1\sc2nc(-c3ccco3)nn2c1=O	19
COc1cccc2c1C(=O)c1ccc3ccccc3c1C2=O	11
Clc1ccccc1-c1nnn(Cc2ccc(-c3nn[nH]n3)cc2)n1	3
Cc1cc(C)n2c(SCc3cccs3)nnc2n1	-4
COCCN(C(=O)CNC(=O)c1cccs1)C(C(=O)NC1CCCC1)c1cccs1 (centres undefined)	3
C1=C(c2ccc(-c3ccccc3)cc2)Nc2ncnn2C1c1ccco1 (centres undefined)	-51
CCn1cnc2c(cnn2-c2ccccc2)c1=O	-2
COc1ccc(-c2nc3ccccc3o2)cc1NC(=O)c1ccc(Br)o1	16
CCOC(=O)c1ccc(-n2c(C)nc3ccccc3c2=O)cc1	2
CCOC(=O)c1c(-c2cccc(C)c2)csc1NC(=O)C1CC=CCC1C(=O)O (centres undefined)	29
COc1cc(C)nc(SCC(N)=O)n1	-2
COc1ccc(-n2nnnc2SCc2nc3ccccc3s2)cc1	9
C=CCOc1c(CNc2ncn[nH]2)cccc1OC	-2
CCCC(=O)Nc1sc2c(c1C#N)CCCC2	-8
CCCCCC1CC(CC(=O)NC(=S)Nc2ccc([N+](=O)[O-])cc2)C(=O)O1 (centres undefined)	12
Cc1snc(S(=O)(=O)/C(C#N)=N\Nc2ccccc2)c1C#N	-4
O=C(NCCSc1ccccc1)c1ccccc1	3
Oc1ccccc1-c1cc(-c2ccccc2)no1	1
C=CCn1c(N)cc(=O)nc1SCC(=O)Nc1cccc2ccccc12	-2
O=C(O)CCC(=O)N1CCN(c2nc(-c3ccccc3Cl)c3cc(Br)ccc3n2)CC1	11
CCCc1c(O)nc(SCC(=O)NCCc2ccc(OC)c(OC)c2)[nH]c1=O	9
Cc1cc(C)nc(SCCC(=O)Nc2cccc3ccccc23)n1	1
O=C1C2C3CCCC3=C3CCCC3C2C(=O)N1c1ccc(F)cc1 (centres undefined)	-1
O=C(NCCc1ccccc1)c1ccco1	-5
CCCCC(=O)NC1(C(F)(F)F)C(=O)Nc2c1c(=O)n(C)c(=O)n2C (centres undefined)	-5
CC(C)CCNC(=O)CN(C(=O)CCC(=O)Nc1ccccn1)c1ccc2c(c1)OCO2	1
Cc1ccccc1C(=O)Nc1ccc(Br)c(C)n1	1
COCC(C)NC(=O)CCS(=O)(=O)c1nc(-c2ccc(OC)cc2)cc(C(F)(F)F)n1 (centres undefined)	8
Cc1nn(C(C)C(=O)N2CCc3ccccc3C2)c(=O)c2cc3occc3n12 (centres undefined)	-4
COc1ccccc1NC(=O)c1cccnc1	-4
COc1cccc(C(=O)CSc2nnc(CNS(C)(=O)=O)n2-c2ccc(C)cc2)c1	-8
O=C(NCCCNC(=O)c1ccco1)c1ccco1	7
CCOC(=O)c1c(C)nc2sc3c(=O)n(-c4ccc(OC)cc4)nnc3c2c1-c1ccc(OC)cc1	5

Sorted by count of non-hydrogen atoms (high to low): part of the list above
SMILES	Artemis endo inh
CCOC(=O)c1c(C)nc2sc3c(=O)n(-c4ccc(OC)cc4)nnc3c2c1-c1ccc(OC)cc1	5
CC(C)CCNC(=O)CN(C(=O)CCC(=O)Nc1ccccn1)c1ccc2c(c1)OCO2	1
COCC(C)NC(=O)CCS(=O)(=O)c1nc(-c2ccc(OC)cc2)cc(C(F)(F)F)n1 (centres undefined)	8
COc1cccc(C(=O)CSc2nnc(CNS(C)(=O)=O)n2-c2ccc(C)cc2)c1	-8
CCOC(=O)c1c(-c2cccc(C)c2)csc1NC(=O)C1CC=CCC1C(=O)O (centres undefined)	29
Cc1nn(C(C)C(=O)N2CCc3ccccc3C2)c(=O)c2cc3occc3n12 (centres undefined)	-4
CCCCCC1CC(CC(=O)NC(=S)Nc2ccc([N+](=O)[O-])cc2)C(=O)O1 (centres undefined)	12
C=CCn1c(N)cc(=O)nc1SCC(=O)Nc1cccc2ccccc12	-2
CCCCC(=O)NC1(C(F)(F)F)C(=O)Nc2c1c(=O)n(C)c(=O)n2C (centres undefined)	-5
O=C1C2C3CCCC3=C3CCCC3C2C(=O)N1c1ccc(F)cc1 (centres undefined)	-1
Cc1snc(S(=O)(=O)/C(C#N)=N\Nc2ccccc2)c1C#N	-4
C=CCOc1c(CNc2ncn[nH]2)cccc1OC	-2
Oc1ccccc1-c1cc(-c2ccccc2)no1	1
COc1ccccc1NC(=O)c1cccnc1	-4
O=C(NCCc1ccccc1)c1ccco1	-5
COc1cc(C)nc(SCC(N)=O)n1	-2

(list continues)
SMILES	Artemis endo inh
Cc1nn2c3ccccc3nc2n(C)c1=O	0
CC(C)N1CCC2(CC1)N=C(c1ccc3c(c1)OCO3)CC(c1cc(Cl)ccc1O)N2 (centres undefined)	-2
CC(=O)Nc1ccc(Oc2ccc3nc(C)[nH]c3c2)cc1	-4
Cc1ccc(C)c(S(=O)(=O)N2C(=S)NC(=O)C2C(C)C)c1 (centres undefined)	-6
O=C(c1nc2ncccn2n1)N1CCN(c2ccccc2)CC1	-1
Fc1ccc(-c2cc(C(F)(F)F)nc(NCC3CCCO3)n2)cc1 (centres undefined)	3
Cn1c(-c2ccc(C(=O)c3ccccc3)s2)nc2ccccc21	5
Cc1nc(NC(C)C)c2cnn(CCc3ccccc3)c2n1	1
Cn1cccc1C(=O)C(=O)Nc1cccc(Cl)c1Cl	1
COc1ccc(-c2nc(C(N)=O)c3[nH]c(=O)n(-c4cccc(Cl)c4)c3n2)cc1OC	18
Cc1cc(NS(=O)(=O)c2ccc(NC(=O)C(C)Oc3ccc4c(C)cc(=O)oc4c3)cc2)no1 (centres undefined)	0
Cc1ccc2cc3cc(C(=O)NCc4ccco4)oc3nc2c1	7
CCOC(=O)c1ccccc1NC(=O)c1cncc(Br)c1	4
CCOc1ccccc1OCCOc1ccccc1OC(C)C	2
O=C(CC(SCc1ccco1)c1ccc(O)cc1)c1cccs1 (centres undefined)	7
CN(C(=O)COC(=O)c1ccc2c(c1)OCO2)C1CCS(=O)(=O)C1 (centres undefined)	0
Cc1cc(=O)n2[nH]c(-c3ccc(F)cc3)nc2n1	-5
S=C(Nc1cccc2ccccc12)N1CCN(c2ncccn2)CC1	1
Cc1nc(=O)c(-c2ccccc2)c(C)n1-c1ccc(S(N)(=O)=O)cc1	-5
O=C1c2ccccc2C(=O)N1OCc1cccc(Cl)c1	55*

Part of the list above, set out differently.
Compound | Artemis endo inh
Cn1c(-c2ccc(C(=O)c3ccccc3)s2)nc2ccccc21 | 5
S=C(Nc1cccc2ccccc12)N1CCN(c2ncccn2)CC1 | 1
O=C(c1nc2ncccn2n1)N1CCN(c2ccccc2)CC1 | -1
O=C(CC(SCc1ccco1)c1ccc(O)cc1)c1cccs1 (centres undefined) | 7

Going on with the list:
SMILES	Artemis endo inh
COc1cc2c(cc1NC(=O)CN1CCN(S(=O)(=O)c3ccc(C)cc3)CC1)oc1ccccc12	7
COc1cccc(/C=N/Nc2nn3cnnc3c3ccccc23)c1O	35*
CN1C(=O)/C(=C2\SC(N)=NC2=O)c2ccccc21	5
O=C(Cc1cscn1)c1ccc(O)cc1O	3
COc1ccc(-c2csc(NC(=O)CC(C)C)n2)cc1	-4
CC(NC(=O)c1ccccc1NC(=O)CSc1nnnn1C)c1ccccc1 (centres undefined)	-2
CCOC(=O)c1[nH]c2ccc(Br)cc2c1NC(=O)CCN1CCN(C(=O)OCC)CC1	9
CCC(=O)Nc1cccc(-c2nc3ccccc3c(=O)o2)c1	3
CCOC(=O)c1cc(-c2nnc(-c3cc(OC)c(OC)c(OC)c3)o2)c(C)nc1C	3
COc1ccccc1N1CCN(C(=O)c2c(-c3ccccc3Cl)noc2C)CC1	-2
CCOc1ccc2[nH]c(=O)c(CN(Cc3cccs3)C(CC)c3nnnn3C(C)(C)CC)cc2c1 (centres undefined)	5
CCOC(=O)c1cnc2cc(-c3ccc(C(C)(C)C)cc3)nn2c1N	7
Nc1cccc(-c2nc3ccccc3s2)c1	-8
CN1C(=O)c2ccccc2C(C(=O)NCC2CCCO2)C1c1c[nH]c2ccccc12 (centres undefined)	-6
COc1cc(C(=O)OCc2cc3ccccc3[nH]c2=O)cc(OC)c1OC	7

Screens (PubChem)

The list is partial. The share of hits here may be higher or lower than overall.
